GRP78 ERSR act: induces the endoplasmic reticulum stress response in human glioma cells; AID 602332; U87-MG GRP78 promoter luciferase reporter, 16 h; Potency, µM, for the others: at the highest dose activation, usual class: activators; actives 0.02% (n = 420,000); also: potency is read from the fitted curve at half-maximal effect; series mostly up to about 76 µM; % of control where 0% means no effect; nearly all actives have a fitted effect of over 35% in size
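ERSR induction read as luciferase luminescence (Bright-Glo, 10 min at room temperature) in stably transfected human U87-MG glioma cells exposed to compounds for 16 h, using GRP78 as sensor.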
rTrxR1 inhibitor: blocks rat thioredoxin reductase 1; O89049; Potency, µM (doses to about 114 µM), without a hit: top-dose activity change, negative = inhibition, most hits filed as inhibitors; AID 588453; recombinant rTrxR1, NADPH fluorescence consumption, selenite substrate; actives 1% (n = 390,000); also: potency is read from the fitted curve at half-maximal effect; % is scaled to controls: 0 for no effect and ±100 for the full control effect; nearly all actives have a fitted effect of over 65% in size
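Rat TrxR1 (90 nM in the dispensed reagent) was pre-reduced with 400 uM NADPH for 5 min at room temperature, then incubated with compound for 15 min. After 400 uM selenite was added, NADPH fluorescence (Ex 340/Em 450 nm) was followed for 8 min.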
USP1 inh: inhibitors of human USP1/UAF1 deubiquitinase; O94782; recombinant USP1/UAF1, Ub-Rhodamine cleavage fluorescence; Potency, µM (doses to about 57.1 µM), for inactives: top-dose activity change, negative = inhibition, most hits filed as inhibitors; actives 0.23% (n = 390,000); also: potency is read from the fitted curve at half-maximal effect; % is scaled to controls: 0 for no effect and ±100 for the full control effect; nearly all actives have a fitted effect of over 60% in size; inactives centre near -12
Target sequence (O94782 whole entry, looked up): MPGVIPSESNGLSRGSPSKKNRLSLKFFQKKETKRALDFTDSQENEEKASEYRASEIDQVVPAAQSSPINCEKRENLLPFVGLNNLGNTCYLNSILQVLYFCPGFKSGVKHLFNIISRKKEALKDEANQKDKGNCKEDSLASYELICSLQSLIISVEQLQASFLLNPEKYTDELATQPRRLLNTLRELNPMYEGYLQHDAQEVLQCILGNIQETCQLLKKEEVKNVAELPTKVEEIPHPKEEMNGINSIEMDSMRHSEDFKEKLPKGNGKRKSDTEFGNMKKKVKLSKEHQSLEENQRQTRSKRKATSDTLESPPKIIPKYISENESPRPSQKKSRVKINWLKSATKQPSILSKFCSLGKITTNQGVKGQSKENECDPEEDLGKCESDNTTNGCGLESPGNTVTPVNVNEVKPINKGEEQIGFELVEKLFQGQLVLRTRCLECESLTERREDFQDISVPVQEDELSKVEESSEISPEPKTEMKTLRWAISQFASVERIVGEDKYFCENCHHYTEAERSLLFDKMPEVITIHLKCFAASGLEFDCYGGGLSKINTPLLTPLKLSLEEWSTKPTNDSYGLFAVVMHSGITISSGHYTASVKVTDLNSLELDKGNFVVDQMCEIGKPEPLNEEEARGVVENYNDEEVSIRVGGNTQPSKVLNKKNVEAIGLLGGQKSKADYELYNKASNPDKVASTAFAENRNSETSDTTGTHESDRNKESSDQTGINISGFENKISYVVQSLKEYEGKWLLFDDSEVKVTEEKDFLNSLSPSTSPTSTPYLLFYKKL
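1 nM enzyme complex + cpd, 15 min RT; start with Ub-Rho 150nM final; kinetic fluorescence ex 480/em 540, 6 reads q60 s. Buffer 50mM HEPES pH 7.8, 0.5mM EDTA, 0.1 mg/ml BSA, 1mM TCEP, 0.01% Tween-20.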
Vif-APOBEC3G blk: Vif-A3G binding inhibition | actives 0.076% (n = 410,000) | HeLa A3G-eYFP + Vif (tagged APOBEC3G with the HIV-1 protein that degrades it), YFP fluorescence, overnight | Potency, µM (series often up to 46.1 µM), for the others: at the top dose activity, negative = active, hits mostly inhibitors | Q9HC16 | AID 602310;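 also: potency is read from the fitted curve at half-maximal effect; % is scaled to controls: 0 for no effect and ±100 for the full control effect; nearly all actives have a fitted effect of over 60% in size; hits raise eYFP signal because A3G escapes Vif-driven loss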
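HeLa cells stably expressing Vif and C-terminally eYFP-tagged A3G, seeded overnight at 37 deg C, then exposed to compound by pintool overnight at 37 deg C. Rise in yellow fluorescence (Ex 488/Em 500-530, Acumen) marks blocked Vif-driven A3G degradation.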
Vif-A3F inh: blocks the Vif interaction with APOBEC3F; HeLa A3F-eYFP + Vif (tagged APOBEC3F with the HIV-1 protein that degrades it), YFP fluorescence increase; Potency, µM (highest dose often 46.1 µM), without a hit: at the top dose activity, negative = active; actives 0.2% (n = 390,000); AID 602313; also: potency is read from the fitted curve at half-maximal effect; % of control where 0% means no effect; nearly all actives have a fitted effect of over 65% in size
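Fluorescence increase (Ex 488/Em 500-530) after overnight compound treatment at 37 deg C flags inhibition of Vif-driven A3F-eYFP loss in stable HeLa A3F-eYFP/Vif cells seeded overnight beforehand.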
TrxR1 substrate: substrates of rat thioredoxin reductase 1; O89049; purified TrxR1 substrate turnover, NADPH consumption readout; Potency, µM (series often up to 114 µM), without a hit: at the top dose activity change, negative = substrate turnover; actives 0.01% (n = 390,000); also: potency is read from the fitted curve at half-maximal effect; % is scaled to controls: 0 for no effect and ±100 for the full control effect; nearly all actives have a fitted effect of over 50% in size
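Rat TrxR1, dispensed at 90 nM, was prereduced with 400 uM NADPH (final) for 5 min at ~22 deg C, then incubated with compound 15 min before 400 uM selenite. A first-read NADPH fluorescence drop versus no-compound background flagged substrates.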
LDHA inh: LDHA (human) enzyme inhibition | AID 1347041 | P00338 | actives 0.15% (n = 480,000) | purified LDHA, NADH/diaphorase-resazurin fluorescence; active compounds read low | activity change, % (values are at about 110 or 230 µM); in the data active = activity change below about -30%; inconclusive = mostly about -25% to -30%;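 also: plate controls were DMSO wells for no effect and wells without enzyme for full effect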
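Human LDH5 (2 nM) was incubated with 0.06 mM NADH and 0.2 mM pyruvate for 5 min at room temperature in Tris pH 7.4. Remaining NADH was coupled through diaphorase/resazurin, and resorufin fluorescence was read at 0 and 20 min.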
IDH1 R132H inh: blocks human mutant IDH1 R132H enzyme | O75874 | IDH1-R132H enzyme, NADPH consumption, diaphorase/resazurin fluorescence | Potency, µM (series often up to 76.6 µM), for the others: top-dose activity change, negative = inhibition, most hits filed as inhibitors | actives 0.093% (n = 390,000) | AID 602179; also: potency is read from the fitted curve at half-maximal effect; % is scaled to controls: 0 for no effect and ±100 for the full control effect; nearly all actives have a fitted effect of over 65% in size
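IDH1-R132H (0.5 ug/mL dispensed) in pH 7.5 Tris buffer was preincubated 30 min with compound, then given a substrate mix of 0.016 mM NADPH and 2 mM alpha-KG for 80 min at room temperature; remaining NADPH was read by diaphorase/resazurin fluorescence.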
RGS4 inhibitor: blocks human RGS4-accelerated GTP hydrolysis; Transcreener GDP fluorescence polarization, RGS4-accelerated GTP hydrolysis; Potency, µM (series often up to 114 µM), without a hit: top-dose activity change, negative = inhibition, usual class: inhibitors; actives 0.039% (n = 390,000); AID 504845; also: potency is read from the fitted curve at half-maximal effect; % is scaled to controls: 0 for no effect and ±100 for the full control effect; nearly all actives have a fitted effect of over 75% in size; some results filed as inactive show a strong effect at the top dose
Target sequence (P49798 whole entry, looked up): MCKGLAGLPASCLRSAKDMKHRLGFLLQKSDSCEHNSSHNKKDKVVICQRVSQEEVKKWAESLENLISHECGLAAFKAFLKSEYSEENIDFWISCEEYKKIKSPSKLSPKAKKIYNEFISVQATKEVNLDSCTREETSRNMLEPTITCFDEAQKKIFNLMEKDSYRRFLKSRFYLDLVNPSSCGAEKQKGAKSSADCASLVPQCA
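MLSMR compounds (23 nl, pin-transferred) preincubated 10 min at room temperature with a 500nM (2x) first reagent, then RGS4 at 900nM (2x) plus Transcreener GDP mix added; fluorescence polarization (620/688 nm) read before and after 90 min at 30 °C.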
* hit, by the source's call; [ ] = another dose, or the depositor's remark. Unless noted, calls follow the shape of the dose curve; as a rule, active = well fitted curve in the direction sought with a large enough effect; inconclusive = small, poorly fitted or top-dose-only effect, or another doubt; inactive = no such curve, though single readings can be large; an effect the other way counts as inactive or inconclusive.

What do the screens show for `COc1ccc(-c2cc(C)no2)cc1S(=O)(=O)Nc1c(C)cc(C)cc1C`?
GRP78 ERSR act: -4%; rTrxR1 inhibitor: 5%[57.1 µM]; USP1 inh: 0%; Vif-APOBEC3G blk: -16%; Vif-A3F inh: -9%; TrxR1 substrate: -4%[57.1 µM]; LDHA inh: 9; IDH1 R132H inh: -8%; RGS4 inhibitor: -20%

Results for CC(C)(C)n1nnnc1C(c1ccc(F)cc1)N1CCC(C(N)=O)CC1 (stereo unspecified) ?
GRP78 ERSR act: -3%; rTrxR1 inhibitor: 15%; USP1 inh: -1%; Vif-APOBEC3G blk: 0%; Vif-A3F inh: 14%; TrxR1 substrate: -6%; LDHA inh: -3; IDH1 R132H inh: 5%; RGS4 inhibitor: 25%[56.9 µM]

Results for CCOc1ccc(C(c2c(C)[nH]n(-c3ccccc3)c2=O)c2c(C)[nH]n(-c3ccccc3)c2=O)cc1OC ?
GRP78 ERSR act: 18%; rTrxR1 inhibitor: -23%; USP1 inh: -26%; Vif-APOBEC3G blk: -19%; Vif-A3F inh: -13%; TrxR1 substrate: -7%; LDHA inh: 7; IDH1 R132H inh: -7%; RGS4 inhibitor: -28%

How did O=C(Nc1cccc(C(F)(F)F)c1)c1cccc(C(=O)Nc2cccc(C(F)(F)F)c2)c1 do in these assays?
GRP78 ERSR act: -3%; rTrxR1 inhibitor: 17%; USP1 inh: -23%; Vif-APOBEC3G blk: -1%; Vif-A3F inh: -14%; TrxR1 substrate: 9%; LDHA inh: -13; IDH1 R132H inh: -11%; RGS4 inhibitor: 14%

Results for Cc1cccc(Cn2cc(S(=O)(=O)c3cccc(Cl)c3)c(=O)c3cc(F)c(N4CCOCC4)cc32)c1 ?
GRP78 ERSR act: -5%; rTrxR1 inhibitor: -3%; USP1 inh: -16%; Vif-APOBEC3G blk: 4%; Vif-A3F inh: 1%; TrxR1 substrate: 1%; LDHA inh: 0; IDH1 R132H inh: 9%; RGS4 inhibitor: 0%

How did COC(=O)c1cc(OC)c(OC)cc1NC(=O)Nc1cccc(C(C)=O)c1 do in these assays?
GRP78 ERSR act: -5%; rTrxR1 inhibitor: 10%; USP1 inh: -17%; Vif-APOBEC3G blk: 4%; Vif-A3F inh: 6%; TrxR1 substrate: -1%; LDHA inh: -7; IDH1 R132H inh: 0%; RGS4 inhibitor: 1%

How did COc1ccc2nc(SCC(=O)NC3CCCCC3C)[nH]c2c1 (stereo unspecified) do in these assays?
GRP78 ERSR act: -4%; rTrxR1 inhibitor: 9%; USP1 inh: -10%; Vif-APOBEC3G blk: inconclusive; Vif-A3F inh: -19%; TrxR1 substrate: 2%; LDHA inh: -1; IDH1 R132H inh: 5%; RGS4 inhibitor: 1%

Results for CCn1c(=O)c(C(=O)Nc2nc3ccccc3[nH]2)c(O)c2ccccc21 ?
GRP78 ERSR act: inconclusive; rTrxR1 inhibitor: 7%; USP1 inh: -16%; Vif-APOBEC3G blk: -6%; Vif-A3F inh: -11%; TrxR1 substrate: 4%; LDHA inh: -9; IDH1 R132H inh: -1%; RGS4 inhibitor: -37%

Results for Cc1c(C(=O)NC2CC2)oc2ccc(S(=O)(=O)N3CCCCCC3)cc12 ?
GRP78 ERSR act: -7%; rTrxR1 inhibitor: 10%; USP1 inh: -11%; Vif-APOBEC3G blk: -1%; Vif-A3F inh: -3%; TrxR1 substrate: -2%; LDHA inh: -8; IDH1 R132H inh: 2%; RGS4 inhibitor: -48%[56.9 µM]

What do the screens show for `CCN(CC)C(=S)SCC(=O)Nc1ncc2c(n1)CC(C)(C)CC2=O`?
GRP78 ERSR act: 0%; rTrxR1 inhibitor: 6%[57.1 µM]; USP1 inh: -14%; Vif-APOBEC3G blk: -2%; Vif-A3F inh: 2%; TrxR1 substrate: -5%[57.1 µM]; LDHA inh: -3; IDH1 R132H inh: 5%; RGS4 inhibitor: -9%

What do the screens show for `COc1ccccc1OCC(=O)N1CCC(c2nc3ccccc3o2)CC1`?
GRP78 ERSR act: -1%; rTrxR1 inhibitor: 16%; USP1 inh: -7%; Vif-APOBEC3G blk: -3%; Vif-A3F inh: -11%; TrxR1 substrate: 0%; LDHA inh: -1; IDH1 R132H inh: 2%; RGS4 inhibitor: -14%

Results for CCCc1nnc(NC(=O)Nc2ccccc2Cl)s1 ?
GRP78 ERSR act: -2%; rTrxR1 inhibitor: 7%; USP1 inh: inconclusive; Vif-APOBEC3G blk: 0%; Vif-A3F inh: 1%; TrxR1 substrate: -1%; LDHA inh: -10; IDH1 R132H inh: 0%; RGS4 inhibitor: -2%

What do the screens show for `CC(=O)c1c(C)[nH]c(C(=O)OCc2cccc(C)c2)c1C`?
GRP78 ERSR act: 2%; rTrxR1 inhibitor: 25%; USP1 inh: -13%; Vif-APOBEC3G blk: -13%; Vif-A3F inh: -10%; TrxR1 substrate: -2%; LDHA inh: 2; IDH1 R132H inh: 1%; RGS4 inhibitor: 13%

What do the screens show for `O=C(Cn1cc(S(=O)(=O)Cc2ccccc2F)c2ccccc21)NCc1ccccc1`?
GRP78 ERSR act: -3%; rTrxR1 inhibitor: 13%; USP1 inh: -28%; Vif-APOBEC3G blk: -11%; Vif-A3F inh: -15%; TrxR1 substrate: 5%; LDHA inh: -10; IDH1 R132H inh: -6%; RGS4 inhibitor: -12%

How did Nc1nc(SCCO)[nH]c(=O)c1NC(=O)c1ccc(Br)o1 do in these assays?
GRP78 ERSR act: -6%; rTrxR1 inhibitor: 18%[57.1 µM]; USP1 inh: -18%; Vif-APOBEC3G blk: -1%; Vif-A3F inh: -5%; TrxR1 substrate: 0%[57.1 µM]; LDHA inh: 5; IDH1 R132H inh: 5%; RGS4 inhibitor: -13%

How did COc1ccc(C)cc1NC(=O)c1ccccc1N(C)S(=O)(=O)c1ccccc1 do in these assays?
GRP78 ERSR act: -6%; rTrxR1 inhibitor: 23%; USP1 inh: -3%; Vif-APOBEC3G blk: 2%; Vif-A3F inh: 10%; TrxR1 substrate: -3%; LDHA inh: 0; IDH1 R132H inh: 3%; RGS4 inhibitor: 31%

What do the screens show for `CCCN1CCN(CCNC(=O)Nc2cc(Cl)c(OC)cc2OC)CC1`?
GRP78 ERSR act: -3%; rTrxR1 inhibitor: 17%; USP1 inh: -6%; Vif-APOBEC3G blk: 5%; Vif-A3F inh: 1%; TrxR1 substrate: -3%; LDHA inh: -4; IDH1 R132H inh: -2%; RGS4 inhibitor: 14%

Results for O=[N+]([O-])c1cccc(S(=O)(=O)N2CCN(S(=O)(=O)N3CCCCCC3)CC2)c1 ?
GRP78 ERSR act: -2%; rTrxR1 inhibitor: 13%; USP1 inh: -21%; Vif-APOBEC3G blk: 3%; Vif-A3F inh: -29%; TrxR1 substrate: -1%; LDHA inh: -12; IDH1 R132H inh: 9%; RGS4 inhibitor: 13%

How did COC(=O)c1ccccc1NC(=O)C1CCN(S(=O)(=O)c2cc(OC)ccc2OC)CC1 do in these assays?
GRP78 ERSR act: -4%; rTrxR1 inhibitor: 12%; USP1 inh: -7%; Vif-APOBEC3G blk: 2%; Vif-A3F inh: -2%; TrxR1 substrate: 3%; LDHA inh: -18; IDH1 R132H inh: 1%; RGS4 inhibitor: 44%

What do the screens show for `CC(C)Cn1cc(C(=O)N2CCC(C)CC2)c2c3ccccc3n(C)c2c1=O`?
GRP78 ERSR act: -3%; rTrxR1 inhibitor: 4%; USP1 inh: 2%; Vif-APOBEC3G blk: 0%; Vif-A3F inh: -4%; TrxR1 substrate: 30%[activator]; LDHA inh: -7; IDH1 R132H inh: -4%; RGS4 inhibitor: 16%

What do the screens show for `CCOC(=O)Nc1ccc(OC)c([N+](=O)[O-])c1`?
GRP78 ERSR act: 0%; rTrxR1 inhibitor: 6%; USP1 inh: -5%; Vif-APOBEC3G blk: 7%; Vif-A3F inh: -23%; TrxR1 substrate: -1%; LDHA inh: -2; IDH1 R132H inh: 8%; RGS4 inhibitor: 1%

How did C=Cn1cc[n+](CC(=O)c2cccs2)c1 do in these assays?
GRP78 ERSR act: 4%; rTrxR1 inhibitor: 24%; USP1 inh: -17%; Vif-APOBEC3G blk: 4%; Vif-A3F inh: 1%; TrxR1 substrate: 8%; LDHA inh: -1; IDH1 R132H inh: 2%; RGS4 inhibitor: 15%

How did Cc1ccc(C(=O)c2ccccc2C(=O)OCC(=O)Nc2cccc([N+](=O)[O-])c2)cc1 do in these assays?
GRP78 ERSR act: 2%; rTrxR1 inhibitor: 10%; USP1 inh: -18%; Vif-APOBEC3G blk: -1%; Vif-A3F inh: 9%; TrxR1 substrate: -3%; LDHA inh: 6; IDH1 R132H inh: 14%; RGS4 inhibitor: -27%

How did Nc1ccc(C(=O)NCC2(c3ccccc3)CCCC2)cc1 do in these assays?
GRP78 ERSR act: -2%; rTrxR1 inhibitor: 7%[57.1 µM]; USP1 inh: -6%; Vif-APOBEC3G blk: -1%; Vif-A3F inh: -10%; TrxR1 substrate: 1%[57.1 µM]; LDHA inh: -3; IDH1 R132H inh: 4%; RGS4 inhibitor: 16%

From PubChem BioAssay

Only part of the results is shown; rates above refer to the full screens.
